Screening results deposited in PubChem by several laboratories.
Keap1 Nrf2 FP – Keap1-Nrf2 (human) interaction inhibition | Q14145 | Keap1 Kelch-Nrf2 peptide fluorescence polarization, 1536-well | inhibition, % at 9.4 µM | 0.15% of 340,000 active | AID 504523; in the data active = inhibition above about 12%;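 note: human Keap1 Kelch domain with fluorescein labeled Nrf2 9mer peptide probe; 0% = neutral control wells and 100% = peptide positive control; higher means more block of Keap1 binding to Nrf2 peptide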
PKA-R2B activ – activates the human PKA-R2B holoenzyme complex; PKA-R2B holoenzyme dissociation, Cy5-IP20 fluorescence polarization; R2B truncated from residue 108, S112A mutant; 0% DMSO only, 100% 113 µM cGMP; activation, % at 11.4 µM; P22694+P31323; 0.079% of 340,000 active; AID 504700;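 active = activation above a cutoff set at the mean over all compounds plus 3 SD, cut at about 18% in these data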;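 note: higher means more holoenzyme dissociation and a rise in polarization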
Target sequence (P31323 whole entry, looked up, other chains not shown, the tested form may be a part): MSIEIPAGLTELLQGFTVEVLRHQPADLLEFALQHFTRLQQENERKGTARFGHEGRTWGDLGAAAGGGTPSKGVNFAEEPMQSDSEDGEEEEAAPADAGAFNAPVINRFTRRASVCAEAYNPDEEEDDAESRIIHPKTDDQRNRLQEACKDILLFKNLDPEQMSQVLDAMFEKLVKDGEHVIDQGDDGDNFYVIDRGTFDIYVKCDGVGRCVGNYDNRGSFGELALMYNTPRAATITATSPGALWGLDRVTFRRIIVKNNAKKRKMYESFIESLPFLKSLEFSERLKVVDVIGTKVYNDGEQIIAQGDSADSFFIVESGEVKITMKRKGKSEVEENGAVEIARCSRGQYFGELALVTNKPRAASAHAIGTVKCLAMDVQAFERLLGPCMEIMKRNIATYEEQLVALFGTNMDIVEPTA
NSD2 inh – inhibitors of human histone methyltransferase NSD2; O96028; inhibition, % at 12.5 µM; 0.54% of 310,000 active; NSD2 peptide methylation, AlphaScreen, 120 min; in the data active = inhibition above about 50%
RTF Ca sens inh – cardiac RTF calcium desensitization | inhibition, % at 7.15 µM | AID 493244 | IANBD-labeled cardiac RTF, Ca2+ fluorescence | 0.12% of 340,000 active | P19429+P45379;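 active = inhibition above the mean inhibition of all tested compounds plus 3 SD, cut at about 17% in these data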;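 note: assay run at fixed EC70 calcium of 1.6 mM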
Arrestin-AP2 inh – human beta-arrestin and AP2 interaction inhibition. FITC-arrestin peptide / GST-AP2 beads, flow cytometry; AP2 beta2 appendage carries R879A mutation. inhibition, % at 10 µM. 0.31% of 340,000 active. AID 504490;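 active = inhibition above a set limit, near 3 SD of compounds lacking own fluorescence, cut at about 54% in these data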;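 note: plate controls were DMSO wells for no effect and 5 µM unlabelled arrestin peptide for full effect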
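Material – AP2 appendage R879A on GSH beads · Buffer or medium – PBS with 0.05% Tween 20 and 0.1% BSA · Probe or stimulus – fluorescein-tagged arrestin peptide at 50 nM final · Incubation – compound with beads 12 min RT, then probe 1 h RT · Detection – high-throughput flow cytometry of beads, ex 488, em 535 nm · Evaluation – percent response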
SR-BI DiI-HDL act – SR-BI HDL lipid transfer activation | CHO ldlA[mSR-BI] cells, DiI-HDL uptake fluorescence, 3 h; 100 = double the neutral-control signal | activation, % at 12.5 µM | 0.096% of 320,000 active | AID 504775;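 active = mean replicate activation of at least 60% and every replicate at or above 60%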;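 note: 0% = median plate neutral-control signal and 100% = twice that signal; values of inactives mirror those of a sister screen read the other way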
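Material – SR-BI-overexpressing, LDLR-lacking CHO cells · Medium – BSA-supplemented, HEPES-buffered Ham's F12, pH 7.4 · Doses – single concentration · Times – compound with DiI-HDL co-incubation, 3 h at 37 °C · Measured by – bottom-read fluorescence, 550/595 nm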
PvdQ acylase – P. aeruginosa PvdQ acylase inhibition; purified PvdQ acylase, fluorescence plate reader; inhibition, % at 10 µM; 0.063% of 340,000 active; AID 488965; in the data active = inhibition above about 30%, passing the limit was not always enough;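 note: 0% = vehicle neutral wells and 100% = reference inhibitor wells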
DAGLB inhibitor – diacylglycerol lipase beta (human) inhibition | Q8NCG7 | HEK293T DAGLB membrane lysate, EnzChek fluorogenic substrate | inhibition, % at 5.17 µM | 0.059% of 340,000 active | AID 504411; in the data active = inhibition above about 34%;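 note: 0% = enzyme with vehicle and 100% = wells lacking enzyme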
LANA DNA inh – blocks KSHV LANA C-terminal domain binding to DNA | MBP-C-LANA/FAM-LBS DNA binding, fluorescence polarization | inhibition, % at 9 µM | 0.078% of 340,000 active;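 active = highest replicate inhibition at or above 60% at 9 µM, even if other replicates fall short; inactive = all replicates below 60% inhibition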;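 note: 0% = neutral control wells and 100% = 4 µM acridine orange control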
SR-BI HDL uptake – inhibitors of mouse SR-BI mediated HDL lipid uptake | Q61009 | inhibition, % at 12.5 µM | AID 488896 | 0.96% of 320,000 active | ldlA[mSR-BI] CHO cells, DiI-HDL uptake fluorescence, 3 h;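 active = mean replicate inhibition of at least 70% and a set share of replicates each scoring 70 or more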;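 note: 0% = median of neutral control wells and 100% = median of positive control wells; values of inactives mirror those of a sister screen read the other way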
Target sequence (Q61009 whole entry, looked up): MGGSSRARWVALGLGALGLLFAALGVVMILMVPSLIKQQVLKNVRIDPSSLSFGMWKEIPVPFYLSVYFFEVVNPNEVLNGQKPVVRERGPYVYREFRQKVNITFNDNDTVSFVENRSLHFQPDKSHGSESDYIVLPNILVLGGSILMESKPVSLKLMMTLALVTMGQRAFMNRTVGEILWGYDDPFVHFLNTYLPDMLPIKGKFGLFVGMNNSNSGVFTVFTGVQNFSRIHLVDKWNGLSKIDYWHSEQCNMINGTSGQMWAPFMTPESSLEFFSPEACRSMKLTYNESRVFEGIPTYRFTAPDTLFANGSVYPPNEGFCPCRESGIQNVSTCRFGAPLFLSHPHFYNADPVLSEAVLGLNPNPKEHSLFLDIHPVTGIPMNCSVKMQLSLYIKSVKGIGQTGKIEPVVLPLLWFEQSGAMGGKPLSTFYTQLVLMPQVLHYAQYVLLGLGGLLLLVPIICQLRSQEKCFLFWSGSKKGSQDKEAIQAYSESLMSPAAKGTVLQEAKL
* = called active by the depositor; nt = no result given.

No. | structure | Keap1 Nrf2 FP | PKA-R2B activ | NSD2 inh | RTF Ca sens inh | Arrestin-AP2 inh | SR-BI DiI-HDL act | PvdQ acylase | DAGLB inhibitor | LANA DNA inh | SR-BI HDL uptake
1 | CCn1c(=O)c(C(=O)CN(C)CC(=O)Nc2ccccc2Br)c(N)n(Cc2ccccc2)c1=O | -4 | 2 | 1 | -2 | -3 | 31 | -14 | -2 | 0.4 | -31
2 | Cc1ccc2c(CSc3nnc(C4CC4)n3N)cc(=O)oc2c1C | -1 | 4 | 0 | -17 | 8 | 12 | -10 | -1 | -2.7 | -12
3 | Cc1ccc2c(c1)C(c1ccncc1)=NNC(c1cccnc1)=N2 | -1 | -3 | -1 | -2 | 17 | -19 | -15 | 0 | 0.5 | 19
4 | OC(COCc1ccccc1)CN1CCN(c2ccccc2F)CC1 (configuration not stated) | 3 | -1 | nt | -9 | 3 | 14 | -8 | -2 | 1.1 | -14
5 | S=C(NCC1COc2ccccc2O1)Nc1ccccc1 (configuration not stated) | 1 | -5 | -3 | -11 | 17 | -16 | -5 | -3 | -0.8 | 16
6 | COc1cc(CN2CCN(Cc3ccc(C)cc3)C(CCO)C2)ccc1O (configuration not stated) | 0 | -3 | 8 | -2 | 1 | 20 | 0 | -1 | -0.8 | -20
7 | COc1ccc(C(=O)NCc2nnc(SCC(=O)Nc3nnc(C)s3)o2)cc1OC | -5 | 0 | nt | 0 | 12 | 13 | 5 | -2 | -0.6 | -13
8 | O=C(Nc1ccc(Cl)c(Cl)c1)Nn1cnnc1 | -4 | 7 | -4 | -10 | 5 | -8 | -27 | 2 | -2.2 | 8
9 | CCc1ccc(N(C(=O)c2ccco2)C(C(=O)NC2CCCC2)c2ccncc2)cc1 (configuration not stated) | 1 | -11 | 0 | 5 | -11 | nt | -7 | 1 | 1.6 | nt
10 | CC1(C(=O)N2CCN(c3ccc([N+](=O)[O-])cc3)CC2)CC1(Cl)Cl (configuration not stated) | -6 | -4 | 6 | 5 | 6 | -9 | -2 | 3 | -1.4 | 9
11 | COc1cc(NC(=O)c2ccccc2[N+](=O)[O-])ccc1NC(=O)c1cc2ccccc2o1 | -3 | -12 | 7 | 0 | -2 | -77 | -7 | 1 | 0.2 | 77*
12 | Cc1ccc(N2Cc3ccccc3C2=O)cc1 | 3 | 5 | 1 | 0 | 6 | -2 | 5 | -5 | 0.3 | 2
13 | COc1cc2c(cc1OC)C(c1ccsc1)CC(=O)N2 (configuration not stated) | -3 | 1 | 7 | -3 | 7 | 9 | -6 | -1 | 1.3 | -9
14 | Cc1ccc(NS(=O)(=O)c2cc([N+](=O)[O-])ccc2N/N=C/c2sc(N3CCOCC3)nc2-c2ccccc2)c(C)c1 | -2 | -15 | nt | -19 | 2 | nt | -13 | 0 | -0.3 | nt
15 | COc1ccc(Cl)cc1S(=O)(=O)NCCCn1ccnc1 | -2 | -3 | 0 | -4 | 37 | 3 | -2 | -3 | -1.6 | -3
16 | O=C(Nc1cc2c3c(c1)CC(=O)N3CCC2)c1ccccc1Br | 2 | 1 | 1 | -2 | 0 | -62 | -13 | 1 | 0.2 | 62
17 | O=C(Nc1cccc(S(=O)(=O)N2CCCC2)c1)c1ccc2c(c1)OCO2 | -2 | 3 | -1 | 2 | -7 | -21 | -2 | 2 | 1.7 | 21
18 | Cn1c(SC2CCCCC2=O)nnc1-c1ccncc1 (configuration not stated) | 2 | -8 | 3 | -2 | -6 | 42 | 9 | -3 | 0.5 | -42
19 | C/C(=N\NC(=O)C1(C)CC1(Br)Br)c1ccc(C)cc1C (configuration not stated) | 0 | -6 | 0 | -3 | -6 | 0 | -10 | -2 | -1.2 | 0
20 | CCn1c(O)c(C=Nc2ccccc2)sc1=O | -4 | 4 | -2 | -11 | -9 | -15 | -7 | 2 | -0.3 | 15

Remaining list, next part.
No. | structure | Keap1 Nrf2 FP | PKA-R2B activ | NSD2 inh | RTF Ca sens inh | Arrestin-AP2 inh | SR-BI DiI-HDL act | PvdQ acylase | DAGLB inhibitor | LANA DNA inh | SR-BI HDL uptake
21 | COc1ccc(N2CCCCn3c2nc2c3c(=O)n(C)c(=O)n2C)cc1 | -1 | -13 | -1 | -4 | 4 | -11 | 7 | -2 | 2.0 | 11
22 | CCc1ccc(NC(=O)CCCN2C(=S)NC(C)(C)CC2C)cc1 (configuration not stated) | -2 | 13 | 5 | -7 | -1 | 16 | 7 | 2 | 0.9 | -16
23 | COc1ccc(S(=O)(=O)N(CC(=O)NCCSc2ccccn2)c2ccccc2)cc1 | -4 | 3 | -5 | -7 | 27 | 6 | -3 | -4 | 0.5 | -6
24 | CO/N=C(\C)c1ncc(C(F)(F)F)cc1N1CCOCC1 | -4 | 1 | -2 | -4 | 7 | -7 | -14 | -2 | -1.2 | 7
25 | COc1ccccc1Nc1nc(N)nc(CSC(=S)N2CCCCC2C)n1 (configuration not stated) | -2 | -10 | -3 | 1 | 10 | -6 | 4 | -4 | -1.9 | 6
26 | CCOC(=O)N1CCC(N2C(=O)c3ccccc3C2Nc2cc(OC)c(OC)c(OC)c2)CC1 (configuration not stated) | 3 | 6 | nt | -2 | 0 | 35 | -11 | 1 | 1.3 | -35
27 | Cc1ccc(S(=O)(=O)NCC2CCC(C(=O)O)CC2)cc1 (configuration not stated) | -5 | -1 | -5 | -5 | -1 | 24 | -22 | 0 | -0.6 | -24
28 | Cc1cc(C)cc(C(=O)NC(CC(N)=O)c2ccc(N3CCN(c4ccccc4)CC3)c([N+](=O)[O-])c2)c1 (configuration not stated) | 2 | -10 | nt | -4 | 4 | 5 | -1 | 3 | 1.5 | -5
29 | CCS(=O)(=O)N1CCN(C(=O)c2cccs2)CC1 | -5 | -5 | 2 | 13 | -7 | 0 | -10 | -1 | 0.5 | 0
30 | Cc1cc(CCNC=O)c(C)c2c1sc1ccccc12 | 2 | -11 | -2 | -7 | 15 | -23 | -9 | -6 | -8.0 | 23
31 | Cc1ccc(-c2csc3ncnc(N4CCN(C)CC4)c23)cc1C | 4 | 3 | 13 | -5 | 45 | 9 | 2 | -2 | -0.5 | -9
32 | Fc1ccc(-c2n[nH]c(=S)n2CC2CCCO2)cc1 (configuration not stated) | -7 | 2 | nt | -7 | 8 | 20 | -8 | -2 | 1.6 | -20
33 | O=[N+]([O-])c1ccc(NC(=S)N2CCc3ccccc32)cc1 | 0 | -8 | 3 | 0 | 15 | -27 | 1 | 0 | -0.2 | 27
34 | O=C(Nc1cccc(C(F)(F)F)c1)Nc1ccon1 | -1 | 0 | -4 | 5 | 22 | -11 | -1 | -3 | -1.2 | 11
35 | CCOC(=O)C1=C(COC(=O)c2cccnc2SC)NC(=O)NC1C (configuration not stated) | -1 | 3 | 2 | -9 | -10 | -63 | -21 | 0 | 0.8 | 63
36 | CC1CCN(c2ccc(-c3ccc(NC(=O)C(F)(F)F)cc3)nn2)CC1 | -7 | 4 | -6 | -1 | 2 | -56 | -11 | -1 | 0.6 | 56
37 | Cc1ccc(OCCC(=O)OCC(=O)Nc2cc(S(=O)(=O)N(C)C)ccc2C)cc1 | -4 | -4 | 1 | -4 | -2 | 11 | -12 | -3 | -0.1 | -11
38 | C=CCNC(=O)CSc1nc2sccc2c(=O)n1-c1ccccc1 | -8 | -5 | 1 | -11 | 0 | -3 | -10 | -2 | 0.6 | 3
39 | COC(=O)c1c(NC(=O)c2ccccc2[N+](=O)[O-])sc2c1CC(C)(C)NC2(C)C | 0 | -1 | 4 | 14 | -91 | -15 | -11 | -2 | -0.5 | 15
40 | CC(=O)N1CCN(S(=O)(=O)c2cccc(C(=O)Nc3ccc(OC(F)F)cc3)c2)CC1 | -2 | 3 | 0 | -5 | 4 | -27 | 3 | 0 | -2.3 | 27

Record cards (already shown):
COc1ccc(S(=O)(=O)N(CC(=O)NCCSc2ccccn2)c2ccccc2)cc1 reads Keap1 Nrf2 FP = -4; PKA-R2B activ = 3; NSD2 inh = -5; RTF Ca sens inh = -7; Arrestin-AP2 inh = 27; SR-BI DiI-HDL act = 6; PvdQ acylase = -3; DAGLB inhibitor = -4; LANA DNA inh = 0.5; SR-BI HDL uptake = -6
CO/N=C(\C)c1ncc(C(F)(F)F)cc1N1CCOCC1 reads Keap1 Nrf2 FP = -4; PKA-R2B activ = 1; NSD2 inh = -2; RTF Ca sens inh = -4; Arrestin-AP2 inh = 7; SR-BI DiI-HDL act = -7; PvdQ acylase = -14; DAGLB inhibitor = -2; LANA DNA inh = -1.2; SR-BI HDL uptake = 7

Structures listed so far that have a furan ring, fused or not:
No. | structure | Keap1 Nrf2 FP | PKA-R2B activ | NSD2 inh | RTF Ca sens inh | Arrestin-AP2 inh | SR-BI DiI-HDL act | PvdQ acylase | DAGLB inhibitor | LANA DNA inh | SR-BI HDL uptake
9 | CCc1ccc(N(C(=O)c2ccco2)C(C(=O)NC2CCCC2)c2ccncc2)cc1 (configuration not stated) | 1 | -11 | 0 | 5 | -11 | nt | -7 | 1 | 1.6 | nt
11 | COc1cc(NC(=O)c2ccccc2[N+](=O)[O-])ccc1NC(=O)c1cc2ccccc2o1 | -3 | -12 | 7 | 0 | -2 | -77 | -7 | 1 | 0.2 | 77*

Additional entries:
No. | structure | Keap1 Nrf2 FP | PKA-R2B activ | NSD2 inh | RTF Ca sens inh | Arrestin-AP2 inh | SR-BI DiI-HDL act | PvdQ acylase | DAGLB inhibitor | LANA DNA inh | SR-BI HDL uptake
41 | Cc1ccnc(SCc2cn3c(C)cc(C)nc3n2)n1 | -5 | 6 | -1 | -5 | -20 | 8 | -20 | -2 | -0.7 | -8
42 | O=C(c1ccco1)N(Cc1ccc([N+](=O)[O-])cc1)c1ccc(Cl)cc1 | 1 | 2 | -11 | -30 | 17 | 4 | -5 | -1 | 1.0 | -4
43 | C[C@H]1O[C@@H](O[C@H]2CC[C@@]3(C)C(CC[C@]4(C)C3C=CC3=C5CC(C)(C)CC[C@]5(CO)[C@H](O)C[C@]34C)[C@]2(C)CO)[C@H](O)[C@@H](O[C@@H]2O[C@H](CO)[C@@H](O)[C@H](O)[C@H]2O)[C@H]1O (some centres not stated) | -1 | -8 | nt | 2 | -2 | 29 | -20 | 1 | 0.9 | -29
44 | O=C(CS(=O)(=O)c1cn(CC(=O)N2CCOCC2)c2ccccc12)NCc1ccccc1 | -5 | 8 | -1 | -5 | -6 | 18 | -16 | 1 | 0.6 | -18

Structures listed so far that bear a hit mark in SR-BI HDL uptake.
#	compound	Keap1 Nrf2 FP	PKA-R2B activ	NSD2 inh	Arrestin-AP2 inh	SR-BI DiI-HDL act	PvdQ acylase	DAGLB inhibitor	LANA DNA inh	SR-BI HDL uptake
11	COc1cc(NC(=O)c2ccccc2[N+](=O)[O-])ccc1NC(=O)c1cc2ccccc2o1	-3	-12	7	-2	-77	-7	1	0.2	77*
